uPA generation: blocks generation of uPA at the cell surface | cell surface uPA generation assay, qHTS | Potency, µM (series often up to 38.3 µM), inactives show at the top dose activity change, negative = inhibition, usual class: inhibitors | hit rate 0.31% among 330,000 | AID 540303; active means well fitted inhibition curve with a large enough effect; inconclusive means small, poorly fitted or top-dose-only effect; inactive means no such curve, though single readings can be large or run the other way; tested in mouse RAW 264.7 cells; further: potency means the concentration at half of the fitted maximal effect; on the % scale 0 is the no-effect control and ±100 the full control effect; nearly all actives have a fitted effect of over 55% in size
ASM inhibitor: inhibitors of human secretory acid sphingomyelinase; P17405; placental ASM, HMU-PC fluorogenic substrate, 60 min; Potency, µM (top dose mostly 57.5 µM), inactives show at the top dose activity change, negative = inhibition, actives largely listed as inhibitors; hit rate 0.006% among 340,000; AID 504937; further: potency means the concentration at half of the fitted maximal effect
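Fluorescence read-out (Ex 386 nm, Em 447 nm) after stopping the reaction at pH 10. Enzyme: ASM from human placenta; substrate HMU-PC0, 9 uM final; 60 min, 37 °C. Compound preincubation 10 min, ambient temperature.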
TRPV1 agonist: activates the human vanilloid receptor TRPV1. AID 540275. hit rate 0.19% among 320,000. activation, % at 8.33 µM. TRPV1-expressing cells, Fluo-8 calcium influx, agonist mode; in the data active means activation above about 80%; inconclusive means between about 30% and that limit; further: 0% is about no effect
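Cells expressing TRPV1 were dye-loaded with Fluo-8 and read kinetically: 10 s baseline, 3 min after compound (agonist portion), then 2 min after EC20 capsaicin (allosteric enhancer portion). Calcium-bound dye fluorescence at 480/520 nm.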
USP2a inh: inhibitors of human ubiquitin-specific protease USP2a; hit rate 0.01% among 330,000; Potency, µM (highest dose often 38.3 µM), for inactives: top-dose activity change, negative = inhibition, hits mostly inhibitors; USP2 core, Ub-CHOP2 coupled fluorogenic reporter, 485/531; O75604;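 further: potency means the concentration at half of the fitted maximal effect; plate controls were DMSO wells for no effect and full inhibition by NEM control for full effect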
Target sequence (O75604 whole entry, looked up): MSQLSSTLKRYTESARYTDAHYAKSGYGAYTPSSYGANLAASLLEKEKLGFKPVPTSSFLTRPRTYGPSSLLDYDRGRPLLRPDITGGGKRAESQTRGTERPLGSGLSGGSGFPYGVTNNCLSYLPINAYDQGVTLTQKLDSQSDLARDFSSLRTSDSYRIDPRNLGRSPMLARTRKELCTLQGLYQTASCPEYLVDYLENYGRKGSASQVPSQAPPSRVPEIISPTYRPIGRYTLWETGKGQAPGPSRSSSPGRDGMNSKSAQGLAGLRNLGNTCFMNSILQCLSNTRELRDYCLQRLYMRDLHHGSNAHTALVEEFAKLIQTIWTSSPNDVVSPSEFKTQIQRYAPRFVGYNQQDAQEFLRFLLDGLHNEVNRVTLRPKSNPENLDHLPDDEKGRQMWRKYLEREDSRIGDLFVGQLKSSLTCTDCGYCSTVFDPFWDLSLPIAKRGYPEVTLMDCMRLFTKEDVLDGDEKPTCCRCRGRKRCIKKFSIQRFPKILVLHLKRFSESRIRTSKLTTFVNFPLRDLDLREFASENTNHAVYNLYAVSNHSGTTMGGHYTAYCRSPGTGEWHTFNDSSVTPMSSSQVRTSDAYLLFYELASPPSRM
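Deubiquitinase activity read as fluorescence (485/531 nm) after Ub-CHOP2 cleavage activates the enterokinase reporter on its substrate; USP2 core 10nM, Ub-CHOP2 and substrate 25nM each, 30min compound preincubation then 60min RT; data normalized to NEM, curves fitted.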
Eya2 phos inh: inhibitors of human Eya2 phosphatase activity | O00167 | recombinant Eya2, OMFP fluorescence dephosphorylation (OMFP is methylfluorescein phosphate) | Potency, µM (doses to about 76.9 µM), for inactives: top-dose activity, negative = inhibition, usual class: inhibitors | hit rate 0.006% among 330,000 | AID 488837; further: potency means the concentration at half of the fitted maximal effect; on the % scale 0 is the no-effect control and ±100 the full control effect
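Eya2 (0.2 uM) preincubated 10 min at ambient with compound, then OMFP substrate added at 50 uM; 10 min reaction in 50 mM HEPES pH 7.5, 50 mM NaCl, 5 uM MgCl2, 0.05% BSA, 1 mM DTT. Fluorescence read at Ex 485/Em 525 nm.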
BRCA1 expr up: increases BRCA1 expression | Potency, µM (doses to about 46.1 µM), for the others: at the highest dose activation, usual class: activators | MCF7-BRCA1-FFLuc reporter, luminescence, 48 h; response scale: scaled: vehicle 0%, 10 µM genistein 100% | hit rate 1.1% among 380,000; further: potency means the concentration at half of the fitted maximal effect; nearly all actives have a fitted effect of over 80% in size; some results filed as inactive show a strong effect at the top dose
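Compounds are tested at multiple concentrations on MCF7 BRCA1-luciferase reporter cells seeded at 2000 per well; after 48 h, a single luminescence end-point is taken and curves fitted to the normalized data.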
PTAP TSG101 blk: blocks PTAP/TSG101 interaction to inhibit HIV-1 budding | 340,000 tested, under 10 active | Potency, µM (top dose mostly 115 µM), for the others: at the highest dose activity change, negative = inhibition, hits mostly inhibitors | Q99816 | Fluorescence polarization, FITC-PTAP peptide / Tsg101 binding; active means well fitted inhibition curve with a large enough effect in the main read-out, with a control signal flat, not every such curve was filed as active; inconclusive means small, poorly fitted or top-dose-only effect, or effect the other way, or a change in a side signal; inactive means no such curve, though single readings can be large or run the other way; further: potency means the concentration at half of the fitted maximal effect; % of control where 0% means no effect
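FP read-out: FITC-PTAP peptide, 50 nM final, binding Tsg101 binding domain, 10 uM final; 20 min, r.t.; 10 mM HEPES pH 7.5, 0.15 M NaCl, 0.01% Tween 20, 3 mM EDTA, 0.1 mM TCEP.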
p53 reactivator: mutant p53 re-activation in reporter cells | H1299 p53-A138V BP100-luciferase reporter, luminescence, 24 h | Potency, µM (series often up to 92.2 µM), for inactives: top-dose activity change, positive = activation, hits mostly activators | hit rate 0.063% among 320,000 | AID 504706; further: potency means the concentration at half of the fitted maximal effect; % of control where 0% means no effect; nearly all actives have a fitted effect of over 45% in size
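H1299 (p53-null), stable ts p53-A138V + BP100-Luc; 1000 cells/well, Opti-MEM/10% FBS; cpd 4 pt, 1:5; 24 h, 37 deg C, 5% CO2; detection reagent 10 min RT; luminescence.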
B2AR arrestin: beta2AR (human) beta-arrestin recruitment activity. P07550. beta-arrestin recruitment to beta2AR, cell-based reporter. Potency, µM (series often up to 46.1 µM), inactives show top-dose activation, actives largely listed as activators. hit rate 0.02% among 330,000;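 further: potency means the concentration at half of the fitted maximal effect; 0% = DMSO controls and full agonism = EC100 isoproterenol or metaproterenol; nearly all actives have a fitted effect of over 65% in size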
Target sequence (P07550 whole entry, looked up): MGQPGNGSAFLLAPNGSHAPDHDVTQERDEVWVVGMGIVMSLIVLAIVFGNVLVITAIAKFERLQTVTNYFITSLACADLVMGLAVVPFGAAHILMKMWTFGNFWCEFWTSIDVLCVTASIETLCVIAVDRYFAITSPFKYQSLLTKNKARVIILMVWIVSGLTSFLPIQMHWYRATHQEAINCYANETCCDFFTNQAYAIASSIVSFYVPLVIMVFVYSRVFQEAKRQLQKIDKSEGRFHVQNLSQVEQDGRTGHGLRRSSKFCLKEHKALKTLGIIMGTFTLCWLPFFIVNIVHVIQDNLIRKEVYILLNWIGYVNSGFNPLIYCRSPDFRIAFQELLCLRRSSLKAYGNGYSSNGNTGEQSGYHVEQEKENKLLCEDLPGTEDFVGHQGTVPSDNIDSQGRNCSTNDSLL
ELG1 genotox: induces genotoxicity in HEK293T cells with luciferase-tagged ELG1. HEK293T ELG1-luciferase reporter, luminescence, 16 h. Potency, µM (top dose mostly 46 µM), for the others: at the highest dose activity change, positive = activation, actives largely listed as activators. hit rate 1.3% among 330,000. AID 504466; further: potency means the concentration at half of the fitted maximal effect; % of control where 0% means no effect; nearly all actives have a fitted effect of over 60% in size
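Genotoxicity was scored as increased ELG1-luciferase reporter signal, measured by ONE-Glo luminescence (30 min, room temperature). Compound or vehicle exposure of the HEK293T reporter cells lasted 16 hr at 37°C.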
a7 integrin act: activators of alpha7 integrin expression for muscular dystrophy | alpha7betagal myoblasts, beta-gal FDG fluorescence, 48 h | Potency, µM (titrated, usually from 38.3 µM), inactives show top-dose activation, usual class: activators | hit rate 0.064% among 350,000 | AID 624291;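 further: potency means the concentration at half of the fitted maximal effect; 100% = response of the positive control SU9516; nearly all actives have a fitted effect of over 60% in size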
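Alpha7betagal+/- myoblasts (passage 13) were plated 16-24 hr, then exposed to compounds (1:260 dilution of DMSO stock) for 48 hours at 37C. After MPER lysis, β-galactosidase reporter activity was read as FDG fluorescence (ex 480/em 540) after 30 minutes.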
Active calls of the source: *; ? = inconclusive; . = not tested or not shown; [ ] = another dose, or the depositor's remark. Unless noted, the call rests on the fitted dose curve; in most records, active means well fitted curve in the direction sought with a large enough effect; inconclusive means small, poorly fitted or top-dose-only effect, or another doubt; inactive means no such curve, though single readings can be large; an effect the other way counts as inactive or inconclusive.

Below each compound: uPA generation	ASM inhibitor	TRPV1 agonist	USP2a inh	Eya2 phos inh	BRCA1 expr up	PTAP TSG101 blk	p53 reactivator	B2AR arrestin	ELG1 genotox	a7 integrin act
[1] C=Cc1ccc2c(c1)OCCOCCOCCOCCOCCO2
→ 1%	2%	1	-2%	-14%	-50%	1%	-5%	-0.3%	-13%	17%
[2] Cc1ccc(OCC2Cn3c(nc4c3c(=O)n(C)c(=O)n4C)O2)cc1 (stereo not drawn)
→ 12%	2%	-1	1%	12%	-24%	-4%	-3%	-0.1%	0%	-29%
[3] CCn1c(CNC(=O)c2ccco2)nnc1SCC(=O)Nc1cc(C(F)(F)F)ccc1Cl
→ .	-1%	15	0%	17%	-7%	1%	-12%	-0.3%	-1%	11%
[4] Cc1nc(NCCCN2CCOCC2)c2oc3ccccc3c2n1
→ -7%	-3%	5	3%	-12%	-3%	-4%	1%	-1.2%	-2%	-27%
[5] COCCNC(=O)/C(C#N)=C/c1c(N2CCN(C)CC2)nc2ccccn2c1=O
→ 7%	.	3	2%	-3%	0%	1%	1%	-0.5%	-1%	-6%
[6] COc1ccc(OC)c(/C(C)=N/Nc2ccc(C(=O)O)cc2)c1
→ 4%	-1%	1	4%	-11%	33%	-5%	6%	0.2%	?	-3%
[7] COc1cccc(OCC(=O)NC2CCCCCC2)c1
→ -4%	4%	27	-2%	2%	68%	0%	19%	0.0%	0%	-9%
[8] CN1CC(=O)N2[C@H]3c4ccccc4OC[C@@H]3[C@H](c3ccccc3)[C@]2(C)C1=O
→ 1%	1%	.	1%	14%	-17%	-4%	-1%	0.0%	3%	0%
[9] NNc1nnc(-c2ccccc2)c(-c2ccccc2)n1
→ -15%	-9%	0	4%	-21%	-66%	1%	3%	-2.4%	-12%	-3%
[10] O=C(Nc1ccncc1)Nc1ccc(F)cc1F
→ -18%	-3%	1	0%	-6%	38%	.	23%	-0.7%	24%	-46%[inhibitor]
[11] COc1cc(OC)c(CN2CCC(Cc3ccccc3)CC2)cc1Br
→ -28%	-4%	-4	-3%	-1%	-38%	3%	-2%	0.5%	-10%	-28%
[12] C/C(=N\OC(=O)c1cccc(C)c1)c1sc(-c2ccccc2)nc1C
→ -1%	2%	.	2%	-7%	?	-8%	12%	-0.2%	5.8µM*	30%
[13] CCOC(=O)C1=C(C)N=c2s/c(=C/c3ccc(OCC(=O)O)cc3)c(=O)n2C1c1ccc(F)cc1 (stereo not drawn)
→ -8%	12%	2	-4%	-5%	4%	-3%	-6%	-0.3%	-3%	-21%
[14] CCCCc1cc(=O)oc2cc(OCC(=O)N[C@@H](Cc3ccccc3)C(=O)O)ccc12
→ 3%	33%	-1	0%	2%	3%	-4%	12%	-0.3%	1%	2%
[15] CCOc1ccc(NC(=S)Nc2cccc3cnccc23)cc1
→ 2%	-1%	6	1%	2%	-26%	-4%	-5%	-0.3%	-2%	-32%

Brought forward from above: 2 compounds; new compounds follow.
Below each compound: uPA generation	ASM inhibitor	TRPV1 agonist	USP2a inh	Eya2 phos inh	BRCA1 expr up	PTAP TSG101 blk	p53 reactivator	B2AR arrestin	ELG1 genotox	a7 integrin act
[14] CCCCc1cc(=O)oc2cc(OCC(=O)N[C@@H](Cc3ccccc3)C(=O)O)ccc12
→ 3%	33%	-1	0%	2%	3%	-4%	12%	-0.3%	1%	2%
[15] CCOc1ccc(NC(=S)Nc2cccc3cnccc23)cc1
→ 2%	-1%	6	1%	2%	-26%	-4%	-5%	-0.3%	-2%	-32%
[16] CCOc1cc(CNn2cnnc2)cc(Br)c1OCC(=O)NC(C)(C)C
→ 13%	1%	2	-7%	-10%	-13%	-2%	9%	0.0%	0%	-5%
[17] CCCCCCn1cc(C(=O)O)c(=O)c2ccccc21
→ -6%	0%	14	1%	5%	-2%	-3%	-12%	-0.2%	0%	-28%
[18] CCc1ccc2c(CN3CCN(S(=O)(=O)c4cccs4)CC3)cc(=O)oc2c1
→ -13%	-2%	6	2%	-1%	-64%	-6%	-8%	-0.5%	-5%	28%
[19] C=C(C)COC(=O)C1CC2OC2CC1C(=O)OCC(=C)C (stereo not drawn)
→ 3%	1%	.	.	.	-5%	-1%	.	.	.	-7%
[20] CCC(C)c1nc2ccsc2c(N2CCOC2=O)c1-c1ccccc1 (stereo not drawn)
→ -12%	7%	.	.	.	-12%	-2%	.	.	.	0%
[21] Cc1ccc(C(=O)NC2(C(F)(F)F)NC(=O)N(c3ccc(Cl)cc3)C2=O)cc1 (stereo not drawn)
→ -2%	-6%	13	1%	-13%	-15%	-4%	3%	0.5%	-3%	16%
[22] COc1ccc([N+](=O)[O-])cc1NC(=O)c1ccc(CN(c2ccc(C)c(C)c2)S(C)(=O)=O)cc1
→ 8%	-2%	3	1%	3%	15%	-5%	1%	-0.9%	0%	-20%
[23] Cc1ccc(C(=O)COC(=O)COc2ccccc2O)cc1C
→ -6%	-1%	.	0%	4%	-5%	-3%	0%	-0.6%	1%	0%
[24] COc1ccc(C(=O)OCCCN(C)C)cc1OC
→ 2%	1%	2	4%	0%	5%	-2%	-6%	0.2%	-1%	-18%
[25] C/C(=N\NC(=O)c1ccccc1[N+](=O)[O-])c1ccc(Br)s1
→ -2%	10%	18	-4%	-15%	-9%	0%	15%	-0.3%	3%	-7%
[26] Cc1nnc(NC(=O)Oc2ccccc2)s1
→ 13%	3%	3	2%	7%	0%	-2%	1%	-0.2%	2%	-23%
[27] CCCN(CCC)C(=O)Cn1ccc(=N)c2ccccc21
→ 3%	0%	1	-1%	-2%	-9%	-4%	5%	0.1%	1%	10%
[28] CCOc1ccc(NC(=O)COC(=O)CC2CC3CCC2C3)cc1 (stereo not drawn)
→ -17%	-7%	.	3%	-33%	5%	0%	3%	-1.6%	3%	3%
[29] CCN(CC)CCN1C(=O)C(=O)/C(=C(/O)c2ccc(Cl)cc2)C1c1ccncc1 (stereo not drawn)
→ 2%	1%	0	6%	-8%	-22%	-1%	-6%	-0.5%	-1%	2%
[30] Cc1n(CC(=O)c2ccc(F)cc2)c2ccccc2[n+]1C
→ 0%	-1%	-1	0%	13%	-22%	-6%	36%	0.1%	-6%	-4%

Remaining list, next part
#	SMILES	uPA generation	ASM inhibitor	TRPV1 agonist	USP2a inh	Eya2 phos inh	BRCA1 expr up	PTAP TSG101 blk	p53 reactivator	B2AR arrestin	ELG1 genotox	a7 integrin act
31	CCOC(=O)C1CCN(C(=O)COC(=O)/C=C/c2ccccc2)CC1	-14%	-1%	.	3%	4%	-4%	-4%	-1%	-1.6%	-2%	-11%
32	C=CCn1cc(Cl)cc(C(=O)Nc2ccccc2)c1=O	-7%	-3%	14	4%	-7%	10%	-1%	3%	0.6%	9%	7%
33	O=C(N/N=C/c1c(O)ccc2ccccc12)c1ccc(Br)o1	-4%	-9%	?	3%	?	-89%	2%	30%	-0.8%	?	-28%
34	COc1ccccc1NC(=O)CNc1ccc(F)c(Cl)c1	-5%	2%	9	1%	-8%	-30%	0%	-7%	-0.4%	-1%	31%
35	O=C(NCc1ccccn1)c1cc(-c2ccccc2)on1	-6%	0%	-2	3%	-12%	?	5%	?	-0.1%	?	31%
36	COCC(=O)NC1CCN(C(=O)NCc2ccccc2)CC1	0%	3%	-10	3%	5%	-4%	-3%	?	-0.5%	1%	5%
37	Oc1ccccc1N=Cc1ccc[nH]1	-6%	-1%	-2	-3%	-37%	-37%	-4%	22%	0.2%	-3%	-37%
38	O=C(CCCC(=O)NCc1ccc(F)cc1)NCc1ccc(F)cc1	1%	3%	1	0%	8%	0%	-4%	-3%	-0.2%	-2%	3%

Screens (PubChem)
